Bioassay records deposited in PubChem by several laboratories.
TRPM1 prom inh: inhibitors of MITF-dependent TRPM1 promoter reporter, primary screen, cell-based, SK-MEL-5, single point, luciferase | inhibition, % at 12.5 µM | SK-MEL-5 TRPM1 promoter luciferase, 24 h | 330,000 tested, 0.83% active;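 active = mean inhibition across replicates of 60% or more, whatever share of single replicates reaches that level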; note: values of inactives mirror those of a sister screen read the other way
KKLEB tox: cytotoxicity in KKLEB CF airway cells, primary screen, cytotoxicity control for CF NF-kB inhibitor project, cell-based, uHTS, fluorescence assay plates. activity change (cytotoxicity), % at 5 µM. KKLEB CF airway cells viability, ATPlite luminescence, overnight; stronger effect = lower value; cells stimulated with P. aeruginosa culture filtrate. 360,000 tested, 0.36% active. AID 602141, 2011;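 active = corrected activity change at or below -50% at 5 µM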
TWEAK Fn14 block: inhibitors of TWEAK-Fn14 signaling, primary screen, luciferase reporter cells, uHTS | TWEAK-stimulated Fn14 reporter cells, luciferase luminescence, 8 h | inhibition, % at 10 µM | 360,000 tested, 2% active | AID 1159606, 2016; in the data active = inhibition above about 50%
Shn3 inh set2: reduction of Shn3 3'UTR firefly luciferase signal, primary screen, Schnurri-3 inhibitor project, cell-based, Clone20 osteoblasts, set 2; Clone20 osteoblast Shn3 3'UTR firefly luciferase, 24 h; inhibition, % at 12.5 µM; 360,000 tested, 0.52% active; AID 588674, 2011;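 active = mean inhibition of at least 75% with every replicate also reaching 75%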;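 note: 0% = median of neutral control wells and 100% = pilot-screen positive control compound; some compounds past the cut are filed as inactive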
HIF-2a block: HIF-2a reporter inhibitors, primary screen, luminescence, 786-0 RCC cells; 360,000 tested, 0.72% active; 786-0 RCC cells HIF-2a reporter, luciferase luminescence, overnight; inhibition, % at 18.8 µM; AID 624352, 2012;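 active = inhibition of the luminescence signal of 40% or more relative to plate controls, in a single-dose primary screen at 18.75 µM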
CF NFkB block: inhibitors of PAF-induced NF-kB signaling, primary screen, cell-based, GFP fluorescence, uHTS. 360,000 tested, 0.86% active. KKLEB NF-kB-GFP reporter, GFP fluorescence overnight. inhibition, % at 5 µM;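 active = at least 50% inhibition at 5 µM, scaled per plate between neutral and stimulator controls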;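 note: PAF is a Pseudomonas aeruginosa culture filtrate used as stimulus; plate controls were PAF-stimulated DMSO wells for no effect and unstimulated DMSO wells for full effect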
NR2E3 ag-1: NR2E3 agonists in two-hybrid cells, primary screen, cell-based, luminescence, CHO-S, Gal4-NCOR/VP16-NR2E3. Photoreceptor-specific nuclear receptor (Homo sapiens), Q9Y5X4. luciferase. inhibition of corepressor binding, % at 3.98 µM. 360,000 tested, 0.35% active. AID 602229, 2012;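 active = inhibition above the mean of all tested compounds plus 3 SD, cut at about 70% in these data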;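 note: 0% = DMSO with NR2E3 transfected cells and 100% = cells lacking NR2E3 construct; higher means lower luciferase signal from less NR2E3 corepressor binding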
Target sequence (Q9Y5X4 whole entry, looked up, the tested form may be a part): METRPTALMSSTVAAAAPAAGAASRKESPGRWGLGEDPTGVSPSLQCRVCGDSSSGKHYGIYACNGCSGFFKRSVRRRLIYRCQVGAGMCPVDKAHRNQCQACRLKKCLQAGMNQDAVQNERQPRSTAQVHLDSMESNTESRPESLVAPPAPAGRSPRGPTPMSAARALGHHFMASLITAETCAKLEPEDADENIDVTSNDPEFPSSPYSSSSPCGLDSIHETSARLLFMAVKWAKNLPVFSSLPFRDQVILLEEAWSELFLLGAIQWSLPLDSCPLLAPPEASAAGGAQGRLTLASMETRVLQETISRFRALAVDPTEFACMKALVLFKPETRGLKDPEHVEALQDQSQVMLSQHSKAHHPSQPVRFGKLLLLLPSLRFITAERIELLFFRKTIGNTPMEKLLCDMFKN
Peg3 prom inh: Peg3 promoter-driven luciferase inhibitors, primary screen, cell-based, HeLa, luciferase luminescence. HeLa PEG-Prom luciferase reporter, overnight. inhibition, % at 20 µM. 360,000 tested, 1.7% active;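 active = inhibition of at least 50% at 20 µM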
NR2E3 ag-2: inhibitors of NR2E3-RetCOR corepressor binding, primary screen, NR2E3 agonist project, biochemical, TR-FRET, GST-NR2E3, biotin-RetCOR. AID 2300, 2010. 320,000 tested, 0.12% active. 1536-well. inhibition of corepressor binding, % at 4.78 µM;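 active = percent inhibition above the cutoff of mean plus 3 SD of all tested compounds, set per screening campaign, cut at about 20% in these data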;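 note: 0% = DMSO wells and 100% = biotin wells as full block of FRET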
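Material: NR2E3–RetCOR corepressor complex / Incubation: Compound–protein incubation for 5 h at 4 °C / Dosing: compound at 4.8 µM, single dose / Detection: time-resolved FRET / Benchmarks: high control biotin, low control 0.6% DMSO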
aDG glyco act: activators of alpha-DG glycosylation, primary screen, uHTS, Pro5-aDG cells, AlphaScreen; 360,000 tested, 0.22% active; AID 624168, 2012; activation, % at 10 µM; alpha-DG glycosylation AlphaScreen (IIH6); 0% Pro5, 100% B10-LARGE cell signal;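 active = activation of at least 8% versus controls, or a plate z-score of at least 8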;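 note: Pro5 are CHO cells carrying HIG-tagged alpha-DG that lacks glycosylation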
iPSC survival up: enhancers of single-cell hiPSC survival, primary screen, ATPlite luminescence | 360,000 tested, 0.044% active | 100% = ROCK inhibitor wells, 0% = DMSO | survival enhancement, % at 20 µM | AID 602274, 2012; in the data active = survival enhancement above about 18%;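 note: cells exposed to compounds for 16 hours before the ATP read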
An asterisk follows results filed as active; · = not tested or not shown. Rows were taken by chance. Share with any hit: about 4.4%.

Structure | TRPM1 prom inh | KKLEB tox | TWEAK Fn14 block | Shn3 inh set2 | HIF-2a block | CF NFkB block | NR2E3 ag-1 | Peg3 prom inh | NR2E3 ag-2 | aDG glyco act | iPSC survival up
CN(C1=NC(=O)CS1)c1ccc(O)cc1 | 0 | -5 | 7 | 5 | 3 | 5 | -41 | 8 | 3 | 0.0 | -0.2
Cc1cc2c(=O)n(C)c(SCC(=O)NCC3CCCO3)nc2s1 (centres undefined) | 0 | 11 | 5 | -14 | 3 | -5 | -10 | 21 | · | -0.3 | -1.6
COCCNC(=O)c1ccc(CN2CCc3ccccc3C2)cc1 | -9 | 8 | 13 | 18 | 10 | -3 | -3 | 1 | 1 | -0.2 | -1.6
CCCCCCCc1nc2c(=O)n(C)c3ccccc3c2o1 | -2 | 16 | -16 | 12 | -11 | -10 | -6 | -12 | -1 | 0.1 | -2.2
CCCCC(=O)Nc1ccc(Br)cc1C(=O)O | 5 | -1 | -5 | -4 | 17 | 14 | -12 | 13 | 7 | -0.2 | -0.5
O=C(c1ccco1)N1CCN(c2ncnc3c(-c4ccc(Cl)cc4)nsc23)CC1 | 15 | -3 | 61* | 0 | -24 | -2 | 23 | -32 | 7 | 0.4 | 0.9
CN(CC(=O)Nc1ccc(Cl)c(C(F)(F)F)c1)C(=O)C1CC(=O)N(Cc2ccco2)C1 (centres undefined) | -15 | -4 | 3 | -23 | -14 | 5 | -21 | -13 | 1 | 0.7 | -0.5
CC(C)(C)C1CCC(C(=O)Nc2nccs2)CC1 (centres undefined) | -37 | -3 | -14 | -42 | -162 | -1 | 5 | -127 | -1 | 0.1 | -0.4
Cc1ccc(NS(=O)(=O)c2cccc(C(=O)N(C)Cc3cccs3)c2)cc1 | 3 | -13 | -8 | 16 | 12 | 19 | 8 | 16 | 1 | 2.6 | 0.4
CCOC(=O)N1CCN(c2c(N3CCc4ccccc43)c(=O)c2=O)CC1 | · | -10 | -22 | -16 | 11 | -57 | 21 | 15 | 4 | -0.4 | -0.3
COc1ccc(CN2CC(C(=O)NCCc3ccccc3)CC2=O)cc1 (centres undefined) | 13 | -4 | 12 | 1 | 7 | 2 | -2 | -1 | 0 | 0.2 | -0.9
COc1cc2sc(-c3ccccc3OC)c(-c3ccc(OCCN4CCCCC4)cc3)c2cc1OC | 25 | -30 | -37 | -11 | 19 | 19 | 17 | 89* | · | 2.2 | -3.7
Cc1c(NC(=O)c2cnc(Cl)c(Cl)c2)c(=O)n(-c2ccccc2)n1C | 11 | -1 | -19 | 8 | 2 | 2 | 1 | 11 | 4 | 0.2 | 0.3
O=C(NNC(=S)NCc1ccccc1)c1ccc(Br)o1 | · | 3 | -7 | -25 | -18 | 4 | 29 | 0 | 1 | 0.0 | 1.1
O=C(CCC(=O)Nc1ccccc1)NCCO | 3 | -1 | -18 | -2 | 14 | -2 | -1 | 15 | -1 | 0.4 | 1.2

With a hit mark in TWEAK Fn14 block, of those listed so far:
molecule | TRPM1 prom inh | TWEAK Fn14 block | Shn3 inh set2 | HIF-2a block | CF NFkB block | NR2E3 ag-1 | Peg3 prom inh | NR2E3 ag-2 | aDG glyco act
O=C(c1ccco1)N1CCN(c2ncnc3c(-c4ccc(Cl)cc4)nsc23)CC1 | 15 | 61* | 0 | -24 | -2 | 23 | -32 | 7 | 0.4

More structures.
Structure | TRPM1 prom inh | KKLEB tox | TWEAK Fn14 block | Shn3 inh set2 | HIF-2a block | CF NFkB block | NR2E3 ag-1 | Peg3 prom inh | NR2E3 ag-2 | aDG glyco act | iPSC survival up
CCOC(=O)c1ccccc1NC(=O)CN1CCC(n2nnc3cc(C(F)(F)F)ccc32)CC1 | 13 | -8 | -20 | 15 | 11 | 12 | -12 | 18 | -3 | 0.4 | 0.8
Cc1cc(C)cc(N(CC(=O)N2CCN(Cc3ccccc3)CC2)S(=O)(=O)c2c(C)noc2C)c1 | -1 | -8 | 4 | 23 | 11 | 12 | -8 | 9 | 5 | 0.4 | 1.4
COc1cccc(N(C(=O)Cn2nnc(-c3ccc(Cl)cc3)n2)C(C(=O)NCC2CCCO2)c2ccc(C)cc2)c1 (centres undefined) | 16 | -2 | 2 | 34 | 8 | 8 | -13 | 16 | 0 | 0.1 | -0.7
CCn1cc(C(=O)N2CCCC2)c(=O)c2cc(S(=O)(=O)N3CCOCC3)ccc21 | 4 | 6 | 7 | -54 | 10 | -8 | 1 | 9 | 1 | -0.2 | -0.2
COc1cc2c(=O)n(Cc3ccccc3)c(=O)n(CC(=O)NCc3ccco3)c2cc1OC | -5 | 5 | 20 | 1 | 7 | 2 | 14 | 34 | · | -0.2 | 5.3
COc1ccc(S(=O)(=O)Nc2c(O)ccc3ccccc23)cc1OC | 9 | -21 | 15 | -38 | 9 | 0 | -38 | 0 | -1 | 0.6 | 0.7
CC(Nc1ccccc1CO)C(=O)Nc1cccc(Cl)c1Cl (centres undefined) | 15 | -9 | 23 | 3 | 35 | 20 | 15 | 52* | 0 | 1.0 | -0.1
CC(=O)Nc1cccc(-c2ccnc3c2CC(C)(C(=O)NC(C)C)O3)c1 (centres undefined) | · | -22 | -4 | 1 | 8 | -6 | 5 | 15 | · | -0.2 | 1.8
CCc1nc2ccc(C(=O)NCc3ccc(OC)cc3)cn2c1N(C)CCC(C)C | · | 0 | -5 | 14 | -8 | 0 | -14 | 16 | · | 0.3 | 2.3
CC1(C2CCCC2)NC(=O)NC1=O (centres undefined) | -2 | 1 | -3 | 1 | 7 | -12 | 11 | 4 | · | -0.2 | 1.8
CCCCCCCCS(=O)C1CS(=O)(=O)CC1O (centres undefined) | 3 | 5 | 10 | 8 | 22 | 6 | -8 | 17 | -2 | 0.0 | -0.2
OC(c1cccc(OCc2ccccc2)c1)c1nnc(-c2ccccc2)o1 (centres undefined) | 7 | -6 | 22 | 14 | -3 | -2 | 87* | 16 | 2 | 3.0 | 0.6
CC(=O)Nc1cccc(-c2nnc3n2CC(C)S3)c1 (centres undefined) | 15 | 2 | 22 | 6 | -34 | 10 | 13 | -152 | -1 | 0.3 | -0.9
O=C(CC(c1ccccc1)c1ccccc1)Nc1ncn[nH]1 | -12 | 0 | 3 | -9 | -1 | 12 | -4 | 6 | 3 | -0.2 | 5.4
Cc1sc2ncn(CC(=O)NCCCC(=O)N3CCN(c4ccccn4)CC3)c(=O)c2c1C | -9 | -1 | 3 | -8 | -4 | 3 | -21 | -10 | -4 | 0.3 | 0.2
CCOC(=O)CC(=O)CSc1ncnc2c1oc1ccccc12 | -9 | 7 | -12 | -52 | -101 | 10 | -15 | -5 | 5 | 0.7 | -2.6
CC(C)(C)OC(=O)N[C@@H](COCc1ccccc1)C(=O)N[C@@H](CO)[C@H](O)[C@@H]1C[C@@H]1C(=O)NC1CC1 | 0 | 2 | -19 | -14 | 8 | -10 | -3 | -3 | 8 | 0.2 | 1.2
CCC(C)(C)NC(=O)C(c1ccc(OC)cc1)N(C(=O)CCC(=O)Nc1cc(C)on1)C1CC1 (centres undefined) | 8 | 5 | 13 | -2 | 5 | 8 | 0 | 4 | 1 | -0.1 | 0.0
CCOC(=O)c1nnsc1NC(C)=O | -3 | 1 | -24 | -1 | 15 | -1 | -17 | 5 | 2 | -0.1 | 1.1
COc1ccc(NC(=O)c2sc3nc(C)nc(N4CCOCC4)c3c2C)c(OC)c1 | -8 | -11 | -25 | 13 | 4 | 5 | 32 | 10 | -2 | -0.2 | 0.2
Cc1onc(-c2c(F)cccc2Cl)c1C(=O)NCCCN1CCOCC1 | -3 | 0 | -11 | 10 | -7 | -2 | -29 | -14 | 1 | -0.1 | -0.8
CN(C)CCNc1ncnc2c1sc1nc(N3CCCC3)c3c(c12)CC(C)(C)OC3 | 20 | -16 | -28 | 4 | 24 | 16 | 22 | 57* | 0 | 0.6 | 0.0
O=C(COC(=O)CCc1ccccc1)Nc1ncc(Cl)cc1Cl | 3 | 8 | 5 | 7 | 22 | -1 | 5 | -3 | 4 | -0.4 | 0.7
CCOc1ccc(C(=O)Nc2cccc(-c3nc4ccccc4[nH]3)c2C)cc1[N+](=O)[O-] | 1 | 9 | -26 | 13 | -71 | 8 | -6 | -50 | 2 | 0.3 | -1.8
CCc1c(C)sc(NC(=O)Cc2ccccc2C)c1C(=O)N1CCOCC1 | -15 | 18 | 8 | 14 | 6 | 0 | 10 | 5 | 1 | -0.1 | -0.2
COCCN(C(=O)COC(=O)c1ccc2c(c1)OCCO2)c1c(N)n(Cc2ccccc2)c(=O)[nH]c1=O | 11 | -6 | -12 | 9 | 8 | 14 | -11 | 16 | 1 | 0.0 | 0.6
CCCCN(C)C(=O)C(Cc1ccccc1)NS(=O)(=O)c1ccc2c(c1)c(=O)n(C)c(=O)n2C (centres undefined) | 7 | -3 | 24 | -11 | 10 | 2 | -7 | 30 | 4 | -0.3 | -1.3
Nc1c2c(nc3ccccc13)CCC2 | -21 | 0 | 7 | -11 | 6 | -22 | -10 | 22 | 2 | 0.1 | -1.4
CCOc1ccc(C(=O)NCC(=O)OCCN2C(=O)c3ccccc3C2=O)cc1OCC | -9 | 0 | -3 | 5 | 10 | 7 | -5 | 13 | 3 | 0.1 | 4.4
Cc1cc(C(=O)N/N=C/c2c(CO)cnc(C)c2O)c2ccccc2n1 | 10 | -1 | 11 | 10 | 12 | -2 | -1 | -4 | -3 | -0.3 | -0.5
CC1CN(C(=O)c2ccc(NS(=O)(=O)c3ccc(F)c(F)c3)cc2)CC(C)O1 (centres undefined) | 4 | -33 | 2 | -7 | 12 | 6 | -13 | 14 | -1 | 0.0 | 0.0

Sorted by value in aDG glyco act (largest number first): 4 from the list above
compound	TRPM1 prom inh	TWEAK Fn14 block	Shn3 inh set2	HIF-2a block	CF NFkB block	NR2E3 ag-1	Peg3 prom inh	NR2E3 ag-2	aDG glyco act
CCOC(=O)CC(=O)CSc1ncnc2c1oc1ccccc12	-9	-12	-52	-101	10	-15	-5	5	0.7
Cc1sc2ncn(CC(=O)NCCCC(=O)N3CCN(c4ccccn4)CC3)c(=O)c2c1C	-9	3	-8	-4	3	-21	-10	-4	0.3
COc1ccc(CN2CC(C(=O)NCCc3ccccc3)CC2=O)cc1 (centres undefined)	13	12	1	7	2	-2	-1	0	0.2
O=C(COC(=O)CCc1ccccc1)Nc1ncc(Cl)cc1Cl	3	5	7	22	-1	5	-3	4	-0.4
